Bioassay records from PubChem.
TNAP activation fold: human TNAP enzyme activators, primary screen, biochemical, luminescent, no phosphate acceptor, uHTS (AID 1001). Alkaline phosphatase, tissue-nonspecific isozyme (Homo sapiens). purified TNAP, luminescent activation assay, no phosphate acceptor; higher activation fold means a stronger effect. activation fold at 20 µM, or EC50 in µM where a hit was titrated. 0.03% of 200,000 active; in the data active = activation fold from about 3, or a potency from the dose series; inactive = the rest, 99 in 100 with activation fold below about 1.6; also: many of its hits are not listed in these tables
KOR beta-arrestin-1: KOR antagonists, beta-arrestin recruitment, cell-based, luminescence, uHTS (AID 1778); 0.091% of 290,000 active; KOR beta-arrestin recruitment, luminescence, antagonist mode; higher % means a stronger effect; Kappa-type opioid receptor (Homo sapiens); inhibition, % at 10 µM; hits with a dose series show IC50 in µM; also: strong numbers were not always called active
GPR55 activation: GPR55 agonists via beta-arrestin recruitment, primary screen, imaging, U2OS cells, beta-arrestin-GFP redistribution (AID 1961); G-protein coupled receptor 55 (Homo sapiens); U2OS GPR55 beta-arrestin-GFP redistribution imaging; higher % means a stronger effect; one-dose activation, % at 10 µM; EC50 in µM for titrated hits; 0.048% of 290,000 active;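 active = activation above 40% with more than 50 cells counted in the well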;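 also: U2OS osteosarcoma cells stably expressing GPR55 and beta-arrestin-GFP; plate controls were DMSO negative control for no effect and LPI positive control for full effect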
CSM14.1 death rescue: rescue of cells from ER stress-induced death, primary screen, 384-well, CSM14.1, thapsigargin, ATP luminescence (AID 1222) | CSM14.1 thapsigargin-induced death rescue, ATP luminescence; higher % means a stronger effect | cellular ATP content (survival), % at 20 µM; hits with a dose series show EC50 in µM | 190,000 tested, under 10 active;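 active = EC50 below 50 µM in the dose-response confirmation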;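 also: death triggered by thapsigargin at about 15 µM added after 2 h compound pretreatment; cell ATP read after overnight thapsigargin exposure of roughly 18 to 22 hours; normalized against plate controls of thapsigargin alone and 5% DMSO vehicle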
Yfh1-depleted yeast: enhancers of respiration in Yfh1-depleted yeast, dose response, Friedreich's ataxia, plus single-dose screen (AID 1465); S. cerevisiae Yfh1-off respiration, WST-1 reduction, 72 h; higher fold induction means a stronger effect; fold induction at 50 µM; hits with a dose series show EC50 in µM; 0.074% of 220,000 active;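 active = fold induction of absorbance versus untreated yeast above a set limit, then at least 30% activation at any dose in follow-up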;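 also: activators that raise dye reduction in frataxin-depleted yeast; strong numbers were not always called active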
KOR beta-arrestin-2: KOR agonists, beta-arrestin recruitment, primary screen, cell-based, luminescence, uHTS (AID 1777); one-dose activation, % at 10 µM; EC50 in µM for titrated hits; KOR beta-arrestin recruitment, luminescence; higher % means a stronger effect; 0.02% of 280,000 active; in the data active = activation above about 50%, passing the limit was not always enough; also: a part of the inactive calls stands beside numbers as strong as those of hits
NTR1 agonist: agonists of NTR1, primary screen, imaging, U2OS cells, beta-arrestin-GFP, high content (AID 493036) | Neurotensin receptor type 1 (Homo sapiens), P30989 | NTR1-U2OS beta-arrestin-GFP spot imaging, agonist mode | activation, % at 20 µM | 0.17% of 330,000 active;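 active = activation at or above 40% of the spot to cytoplasm intensity ratio, with at least 20 cells analyzed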;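 also: 0% = DMSO without peptide and 100% = 100 nM NTR1 peptide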
Target sequence (P30989 whole entry, looked up): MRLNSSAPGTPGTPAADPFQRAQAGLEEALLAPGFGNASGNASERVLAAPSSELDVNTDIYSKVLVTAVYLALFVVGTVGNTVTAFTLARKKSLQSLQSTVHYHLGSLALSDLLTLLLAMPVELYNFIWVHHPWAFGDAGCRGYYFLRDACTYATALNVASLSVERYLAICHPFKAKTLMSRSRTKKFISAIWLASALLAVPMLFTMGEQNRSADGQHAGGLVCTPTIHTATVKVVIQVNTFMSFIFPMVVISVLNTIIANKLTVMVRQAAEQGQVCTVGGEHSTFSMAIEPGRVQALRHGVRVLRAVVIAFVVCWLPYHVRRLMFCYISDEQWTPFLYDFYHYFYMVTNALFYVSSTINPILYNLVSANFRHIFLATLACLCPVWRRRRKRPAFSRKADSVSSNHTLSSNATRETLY
NOD1 inhibition: NOD1 signaling inhibitors, primary screen, cell-based, luminescence, uHTS (AID 1578); 1% of 290,000 active; inhibition, % at 4 µM; hits with a dose series show EC50 in µM; NOD1-driven NF-kB luciferase reporter cells, luminescence; higher % means a stronger effect; in the data active = inhibition mostly above about 36%, no sharp cut-off; inactive = mostly below about 34%;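 also: HEK-293T reporter cells stimulated with the NOD1 agonist gamma-tri-DAP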
NOD2 inhibition: NOD2 signaling inhibitors, cell-based, luminescence, uHTS, HEK293 (AID 1566); HEK293 NOD2/NF-kB luciferase reporter, luminescence; higher % means a stronger effect; inhibition, % at 4 µM, or EC50 in µM where a hit was titrated; 0.63% of 290,000 active; also: many of its hits are not listed in these tables
NTR1 agonist cell count 20 µM: further read-out of NTR1 agonist, marked with its call; cell count; measured here: cell count, cytotoxicity flag
The depositor's hits bear a star; i = inactive; x = no result given; [ ] = dose if it differs, or a comment. Rule as the data show it, unless noted: active = inhibition above about 50%; inactive = the rest. Only part of the results is shown; rates above refer to the full screens.

SMILES	TNAP activation fold	KOR beta-arrestin-1	GPR55 activation	CSM14.1 death rescue	Yfh1-depleted yeast	KOR beta-arrestin-2	NTR1 agonist	NTR1 agonist cell count 20 µM	NOD1 inhibition	NOD2 inhibition
CC12CNCC(C)(CN(C(c3ccccc3)c3ccccc3)C1)C2	1.1	9%	-0.2%	1.9%	i	-3.7%	16	31	-14%	3%
Cc1ccc(C(=O)CCC(=O)NC2CCCC(C)C2C)cc1 (stereo not drawn)	x	-17%	-0.1%	x	x	1.5%	-0.1	56	-43%	-1%
CC1=NOC(=O)/C1=C/c1ccc(-c2ccc(Cl)cc2)o1	1	-114%	0.0%	-6.2%	i	-1.7%	-1.4	72	-13%	-54%
CCN(CC)C(=O)c1c(Cl)nc(C)c([N+](=O)[O-])c1C	1.1	-3%	0.7%	0.5%	i	-3.6%	-2.3	60	-18%	4%
CCOc1ccc(CC(=O)N2CCC3(CC2)NCCc2[nH]cnc23)cc1	x	-28%	0.2%	x	x	4.0%	0.5	61	-18%	12%
C=CCN(CC=C)C(=S)Nc1ccc2nsnc2c1	1.1	-34%	0.3%	-0.9%	i	3.1%	-0.1	44	-3%	-15%
Cc1nnc(NC(=O)c2cc(S(=O)(=O)N3CCCCC3)ccc2Cl)s1	x	20%	-0.2%	x	x	-3.1%	-0.4	58	-21%	-4%
CC(CCc1ccccc1)NC(=O)COC(=O)c1cc(NS(=O)(=O)c2ccc(Cl)c([N+](=O)[O-])c2)ccc1O (stereo not drawn)	1.1	17%	0.4%	12%	i	5.7%	7.4	40	-50%	0%
Cc1ccc(S(=O)(=O)N2CCC(NC(=O)c3cccc(F)c3)CC2)cc1	x	-11%	-0.2%	x	x	2.1%	-1.1	57	6%	9%
O=C(Nc1sc2c(c1C(=O)O)CCCC2)c1ccc(F)cc1	x	-38%[20 µM]	1.1%	x	x	-1.2%	0.6	74	x	x
COCCCNC(=O)c1ccc(C(=O)NCCCOC)cc1	1.2	-4%	-0.2%	1.5%	i	-7.8%	-0.7	80	4%	3%
Cc1ccc(NC(=O)Cn2nnc(C(=O)Nc3ccc(C)c(C)c3)c2N)cc1	1.1	-24%	-0.1%	x	i	-4.3%	0.0	73	-27%	-7%
Cc1cc(NC(=O)CSc2nnnn2-c2ccc(C)c(Cl)c2)no1	x	-15%	-0.2%	x	x	3.2%	-0.4	59	-24%	10%
O=C(NCCO)c1scc2c1OCCO2	1.1	18%	-0.3%	-3.1%	x	0.6%	-0.4	81	x	19%
Cc1ccc(S(=O)(=O)NNC(=O)C2Cc3c(ccc4ccccc34)O2)cc1 (stereo not drawn)	1.1	-17%	0.0%	-0.5%	i	-3.8%	0.4	83	36%	26%
CC(=O)Nc1ccc(S(=O)(=O)N2CCC(C(=O)NC3CC3)CC2)cc1	x	7%	-0.1%	x	x	-2.2%	0.5	57	-5%	16%
O=C1CCC(=O)N1c1nc2nc(-c3ccccc3)cc(-c3ccccc3)n2n1	1.1	-33%	-0.1%	2.8%	i	16%	-0.1	60	17%	2%
COc1ccc(CCNC(=O)Cn2cnc3c(cnn3C(C)(C)C)c2=O)cc1OC	1	-21%	-0.3%	-1.4%	i	-1.4%	0.1	45	-12%	-6%
c1ccc2oc(Cc3ccc(Cc4nc5ccccc5o4)cc3)nc2c1	1.1	-12%	-0.4%	6.3%	i	2.9%	7.6	84	8%	13%
CCOC(=O)c1cnc2ncnn2c1N	1.1	-5%[20 µM]	-0.1%	-1.2%	i	4.9%	-0.7	56	-27%	14%
Cc1onc(-c2ccccc2Cl)c1C(=O)Nc1ccc(S(=O)(=O)N2CCCC2)cc1	1.1	3%	-0.1%	-0.7%	i	-12%	4.4	55	-21%	-25%
CCCn1c(SCC(=O)NC2CCCC2)nnc1-c1ccccn1	x	-5%	0.0%	x	i	3.3%	0.5	63	-6%	-8%
Cc1cccc(C(=O)Nc2ccccc2C(=O)NCc2cccnc2)c1	1.1	-28%[20 µM]	-0.1%	-0.4%	i	-2.7%	-1.2	57	1%	37%
Cc1cc([N+](=O)[O-])nn1CCCC(=O)N1CCN(c2ccc(F)cc2)CC1	1	-13%	0.1%	-2.7%	i	-5.8%	2.2	48	-14%	7%
CSc1ccc(CN2CCCC(CNC(=O)c3ccc(F)cc3)C2)cc1 (stereo not drawn)	1.1	-7%	0.1%	-0.9%	i	-6.8%	-1.0	46	-24%	-1%
Going on with the list.
SMILES	TNAP activation fold	KOR beta-arrestin-1	GPR55 activation	CSM14.1 death rescue	Yfh1-depleted yeast	KOR beta-arrestin-2	NTR1 agonist	NTR1 agonist cell count 20 µM	NOD1 inhibition	NOD2 inhibition
Cn1nc(C(=O)N2CCN(C(c3ccccc3)c3ccccc3)CC2)c2ccccc2c1=O	x	-15%	-0.2%	x	i	6.7%	4.3	59	1%	5%
Cc1cc(C(=O)CSc2nc(N)cc(=O)[nH]2)c(C)n1-c1cccc(F)c1	1.1	18%	1.0%	2.4%	i	-5.9%	-1.4	94	20%	30%
COc1ccc(CN(C)CC2CCCN(CCc3ccc(Cl)cc3)C2)cc1OC (stereo not drawn)	x	-9%	-0.1%	x	x	-3.8%	2.0	62	-22%	-24%
CC(=O)OCC(=O)[C@@]1(O)CC[C@H]2[C@@H]3C[C@H](C)C4=CC(=O)C=C[C@]4(C)[C@H]3[C@@H](O)C[C@@]21C	x	-8%[20 µM]	-0.1%	x	x	-3.2%	-1.6	52	-29%	22%
O=C(N/N=C/c1ccco1)c1cc(-c2ccncc2)nc2ccccc12	x	-22%	0.0%	x	x	-3.4%	2.1	47	4%	-10%
N#Cc1c(NC(=O)CCC(=O)O)sc2c1CCCCC2	1.1	-15%[20 µM]	0.2%	1.0%	i	x	0.6	71	-23%	6%
COc1ccc(OC(=O)CCc2c[nH]c3ccccc23)cc1	1.1	-5%	-0.3%	x	i	-5.1%	3.1	82	-36%	17%
O=c1[nH]ncn1-c1ccccc1C(F)(F)F	1	-26%	0.6%	0.5%	i	-3.4%	-1.3	82	-13%	7%
Cc1ccc2oc(=O)n(Cc3ccc(OC(C)C)cc3)c2c1	x	-50%[20 µM]	0.5%	x	x	-4.0%	3.5	74	7%	7%
Cc1ccc(S(=O)(=O)NCCC(=O)Oc2ccc3ccc(=O)oc3c2)cc1	x	-40%	-0.1%	x	i	2.3%	-1.5	66	3%	10%
COC(=O)C1=CN(CC2CCCO2)C=C(C(=O)OC)C1c1cccc(O)c1 (stereo not drawn)	1.2	4%	-0.2%	-5.4%	i	1.4%	-0.1	53	-29%	15%
O=[N+]([O-])c1cccc(Nc2c([N+](=O)[O-])ccc3nonc23)c1	x	4%	-0.1%	x	x	-1.1%	-0.2	33	2%	10%
CC(C)(C)n1nc2c(c1NC(=O)c1ccccc1C(F)(F)F)CS(=O)(=O)C2	x	28%	0.0%	x	x	1.5%	-0.7	74	-26%	-15%
Cc1cccc(NC(=O)c2cc([N+](=O)[O-])ccc2N2CCN(C)CC2)c1	1.1	-1%	0.2%	0.6%	i	-7.4%	1.1	51	-14%	17%
COc1cccc(N=C2SC(CC(=O)Nc3ccccc3)C(=O)N2Cc2ccccn2)c1 (stereo not drawn)	1.1	-13%	-0.3%	-0.5%	i	6.0%	3.5	50	-35%	-11%
CCOc1ccc(/C=C(\C#N)C(=O)Nc2ccccn2)cc1	x	-7%	-0.1%	x	x	-5.9%	0.2	60	-29%	2%
COc1ccc(C(=O)N/N=C\c2ccoc2)cc1	x	-17%	0.8%	x	x	5.8%	0.3	52	-27%	-6%
COc1ccc2c(CC(=O)OCC(=O)N3CCc4ccccc43)coc2c1	1.1	0%	-0.1%	1.7%	i	-0.6%	0.4	80	-15%	20%
Cc1ccccc1NC(=O)NNC(=O)OC(C)(C)C	1.1	17%	0.0%	-1.0%	i	-11%	-1.4	63	-29%	17%
O=C(CSc1nc2nc3c(cc2c(=O)n1-c1ccccc1)CCCC3)Nc1cccc2ccccc12	1	-10%	-0.3%	7.0%	i	-2.5%	-1.3	146	8%	19%
CN1CCn2c1nc(N1CCCCC1)nc2=O	1.1	1%	0.2%	-0.8%	i	3.9%	1.4	94	-17%	-10%
O=C(O)c1cccc(Cn2cccn2)c1	0.9	-24%	-0.1%	-0.8%	x	3.8%	0.1	63	-20%	3%
CCN(CC)C(=O)COc1coc(CN2CCN(Cc3ccccc3)CC2)cc1=O	x	-17%	-0.1%	x	x	-3.2%	-0.1	48	-5%	7%
COc1ccc(S(=O)(=O)N2CCc3ccccc32)cc1C(=O)OCc1c(C)noc1C	1	-3%	-0.2%	1.8%	i	40%	-0.8	64	-31%	-20%
N#C/C(=C\c1ccccc1OCC(=O)O)c1nc2ccccc2[nH]1	x	28%	-0.1%	x	x	-3.2%	0.1	78	0%	-1%
Cc1nn(C(C)C(=O)NCc2cccs2)c(=O)c2nn(-c3ccccc3)c(C)c12 (stereo not drawn)	x	-15%	0.0%	x	x	-1.9%	-0.4	48	-16%	12%
Cc1ccc(OCC(=O)N2CCOCC2)cc1C	1.2	-8%	-0.3%	-0.6%	i	5.3%	-0.9	50	-21%	-7%
CCOC(=O)C1(CC2CC2)CCN(Cc2cn[nH]c2-c2ccccc2)CC1	1	15%[20 µM]	0.0%	-1.8%	i	-4.2%	-0.3	38	-15%	-8%
